SRC1 inh: inhibitors of human steroid receptor coactivator 1 (SRC1). Q15788. HEK293 GAL4-SRC1 luciferase reporter, luminescence. inhibition, % at 3.6 µM. actives 0.12% (n = 360,000);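 active means inhibition above the campaign mean plus 3 SD, with each screening campaign given its own cutoff, cut at about 60% in these data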;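 further: 0% = DMSO treated cells and 100% = gossypol at 36 µM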
C8 TRAIL sens: caspase-8 TRAIL sensitization | NB7+C8 cells + TRAIL, ATPlite viability luminescence | inhibition (viability loss, TRAIL sensitization), % at 10 µM | actives 1% (n = 360,000);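 active means compounds causing at least 50% loss of cell viability in the single-dose screen, relative to plate controls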
NCOA3 inh: inhibits human SRC3 coactivator. AID 588352. HEK293 GAL4-SRC3 luciferase reporter, luminescence. actives 0.17% (n = 360,000). inhibition, % at 3.6 µM. Q9Y6Q9;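 active means inhibition above a per-campaign cutoff, the mean of all compounds plus 3 SD, cut at about 60% in these data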;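 further: 0% = DMSO-treated cells and 100% = gossypol-treated cells at 36 µM; higher means less SRC3-driven luciferase light from the GAL4 reporter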
Target sequence (Q9Y6Q9 whole entry, looked up, the tested form may be a part): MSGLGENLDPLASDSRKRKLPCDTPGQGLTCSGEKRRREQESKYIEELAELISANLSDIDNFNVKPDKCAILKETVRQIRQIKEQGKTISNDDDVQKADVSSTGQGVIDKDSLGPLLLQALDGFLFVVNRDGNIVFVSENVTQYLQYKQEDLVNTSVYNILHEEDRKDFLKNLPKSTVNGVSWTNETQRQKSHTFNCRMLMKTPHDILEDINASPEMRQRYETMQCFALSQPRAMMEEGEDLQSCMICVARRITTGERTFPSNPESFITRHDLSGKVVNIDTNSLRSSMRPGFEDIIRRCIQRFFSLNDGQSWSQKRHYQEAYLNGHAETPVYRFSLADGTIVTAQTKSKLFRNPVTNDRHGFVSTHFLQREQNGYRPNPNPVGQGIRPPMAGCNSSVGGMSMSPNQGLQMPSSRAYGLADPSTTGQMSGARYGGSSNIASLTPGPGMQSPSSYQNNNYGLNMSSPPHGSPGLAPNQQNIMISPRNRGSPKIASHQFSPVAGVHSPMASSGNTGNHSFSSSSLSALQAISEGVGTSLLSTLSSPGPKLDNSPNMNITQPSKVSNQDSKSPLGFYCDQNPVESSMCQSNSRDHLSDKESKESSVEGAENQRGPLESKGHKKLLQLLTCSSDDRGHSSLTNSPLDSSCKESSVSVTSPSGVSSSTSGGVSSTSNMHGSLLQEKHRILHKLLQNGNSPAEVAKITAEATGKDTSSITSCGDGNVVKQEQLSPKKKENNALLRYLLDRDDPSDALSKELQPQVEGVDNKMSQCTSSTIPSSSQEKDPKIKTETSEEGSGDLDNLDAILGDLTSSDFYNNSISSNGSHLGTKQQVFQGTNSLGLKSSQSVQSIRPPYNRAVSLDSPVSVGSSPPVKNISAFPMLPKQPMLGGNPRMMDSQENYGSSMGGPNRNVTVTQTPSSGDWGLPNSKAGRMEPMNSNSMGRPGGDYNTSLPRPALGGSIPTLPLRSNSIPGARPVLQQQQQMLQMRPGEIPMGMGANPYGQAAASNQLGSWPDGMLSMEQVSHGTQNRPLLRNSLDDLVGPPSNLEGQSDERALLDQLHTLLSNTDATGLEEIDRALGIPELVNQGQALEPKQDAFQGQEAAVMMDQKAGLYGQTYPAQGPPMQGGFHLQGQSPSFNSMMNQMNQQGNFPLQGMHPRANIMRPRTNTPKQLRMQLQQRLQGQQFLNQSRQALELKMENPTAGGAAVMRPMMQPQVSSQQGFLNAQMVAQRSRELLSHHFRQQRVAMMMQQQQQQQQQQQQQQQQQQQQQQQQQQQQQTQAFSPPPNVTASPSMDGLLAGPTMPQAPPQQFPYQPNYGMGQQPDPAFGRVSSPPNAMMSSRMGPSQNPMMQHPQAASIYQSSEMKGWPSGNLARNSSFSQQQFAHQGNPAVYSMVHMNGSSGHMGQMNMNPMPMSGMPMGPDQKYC
NR2F2 inh: inhibitors of human COUP-TFII (NR2F2); AID 686940; inhibition, % at 8.6 µM; HEK293T NGFI-A luciferase reporter, luminescence; P24468; actives 0.7% (n = 370,000);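 active means inhibition above a per-plate cutoff, mean inhibition of test wells between control levels plus 3 SD, cut at about 38% in these data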;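 further: cells cotransfected with COUP-TFII expression vector driving the NGFI-A reporter; 0% = median of COUP-TF2 test wells and 100% = reporter-only cells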
LRH-1 inv ag: inverse agonists of human LRH-1 (NR5A2); actives 0.13% (n = 360,000); HEK293T StAR-luciferase reporter, LRH-1 transfected, 24 h; inhibition, % at 3.6 µM; O00482; AID 602396;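 active means inhibition above the mean inhibition of all tested compounds plus 3 SD, cut at about 73% in these data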;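 further: 0% = DMSO wells and 100% = reporter-only cells lacking LRH-1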
CF NFkB block: blocks PAF-induced NF-kB reporter in cystic fibrosis cells; KKLEB NF-kB-GFP reporter, GFP fluorescence overnight; inhibition, % at 5 µM; actives 0.86% (n = 360,000);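 active means at least 50% inhibition at 5 µM, scaled per plate between neutral and stimulator controls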;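 further: PAF is a Pseudomonas aeruginosa culture filtrate used as stimulus; plate controls were PAF-stimulated DMSO wells for no effect and unstimulated DMSO wells for full effect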
TWEAK Fn14 block: inhibitors of TWEAK-Fn14 interaction signaling; actives 2% (n = 360,000); TWEAK-stimulated Fn14 reporter cells, luciferase luminescence, 8 h; AID 1159606; inhibition, % at 10 µM; in the data active means inhibition above about 50%
Shn3 inh set2: Schnurri-3 reporter inhibition in Clone20 osteoblasts; Clone20 osteoblast Shn3 3'UTR firefly luciferase, 24 h; actives 0.52% (n = 360,000); inhibition, % at 12.5 µM;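 active means mean inhibition of at least 75% with every replicate also reaching 75%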;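 further: 0% = median of neutral control wells and 100% = pilot-screen positive control compound; some compounds past the cut are filed as inactive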
KKLEB cytotox: CF airway cell cytotoxicity counter-screen; actives 0.36% (n = 360,000); AID 602141; activity change (cytotoxicity), % at 5 µM; KKLEB CF airway cells viability, ATPlite luminescence, overnight; active compounds read low; cells stimulated with P. aeruginosa culture filtrate;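 active means corrected activity change at or below -50% at 5 µM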
TROY signal inh: inhibitors of TROY-dependent NF-kB signaling. Q293 LMP1-TROYcd NF-kB luciferase reporter, 4 h. inhibition, % at 10 µM. actives 0.98% (n = 360,000). AID 1347056;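 active means compounds whose plate-normalised and pattern-corrected inhibition of the luciferase reporter signal at the single screening dose is 50% or more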
EBV LMP1 NFkB: reduces LMP1-driven NF-kappaB luciferase signal; LMP1-induced NF-kappaB luciferase reporter cells, luminescence; inhibition, % at 12.5 µM; actives 0.69% (n = 350,000); AID 504558; in the data active means inhibition above about 41%;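 further: 0% = neutral control wells and 100% = reference inhibitor control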
Active calls of the source: *; x = no result given.

SMILES	SRC1 inh	C8 TRAIL sens	NCOA3 inh	NR2F2 inh	LRH-1 inv ag	CF NFkB block	TWEAK Fn14 block	Shn3 inh set2	KKLEB cytotox	TROY signal inh	EBV LMP1 NFkB
Cc1cc(C)c(NC(=O)Cn2cc3c(n2)CCCC3)c(C)c1	1.1	1.1	3.9	-8.7	7.5	6.5	0.6	15.3	6.8	4.7	-3.3
CC1CCN(CCCNS(=O)(=O)c2cc(Br)cc3c2N(C(=O)C2CC2)CC3)CC1	-9.8	-11.0	-22.6	-8.8	-25.0	5.8	72.6*	-13.4	3.0	-1.8	-8.0
COc1ccc(NS(=O)(=O)c2cccc(-c3n[nH]c(=S)n3Cc3ccccc3)c2)cc1	-26.2	-7.0	16.6	6.0	8.0	8.0	-6.5	12.2	9.7	-1.0	2.5
CC(=O)C1=C(C)NC(SCC(=O)Nc2nc3ccccc3s2)=C(C#N)C1c1ccc(Cl)cc1 (stereo unspecified)	-18.6	17.6	-4.5	3.1	-11.8	-1.0	19.2	13.7	9.8	27.5	5.4
O=C(c1ccccc1NS(=O)(=O)c1ccc(F)cc1F)N1CCCCC1	-1.8	-5.3	9.9	-3.0	4.5	24.8	-8.2	-0.8	8.3	4.0	-4.9
CCOc1ccc(S(=O)(=O)N2CCOCC2)cc1NC(=O)CN1C(=O)NC(C)(C2CC2)C1=O (stereo unspecified)	6.1	19.4	14.0	8.2	11.0	-4.0	-6.2	-16.5	6.9	-0.2	-7.5
CC(C)(C)c1ccc(NC(=O)NC2CCCc3ccccc32)cc1 (stereo unspecified)	-5.9	19.0	-10.2	-3.5	-2.3	8.5	8.0	-10.4	-12.9	5.1	1.5
COCCNC(=O)C(c1ccccc1)N(CCOC)C(=O)Cn1nnc2ccccc21 (stereo unspecified)	6.2	-0.1	11.2	-11.2	6.5	-2.8	-8.6	8.8	-1.0	-3.2	3.6
Cc1ccccc1OCC(=O)NCC(=O)OCC(=O)c1ccc([N+](=O)[O-])cc1	0.8	-6.9	1.7	-20.6	6.1	-28.0	-4.4	-2.9	-8.7	-4.5	0.7
C[C@H](CO)N1C[C@H](C)[C@@H](CN(C)C(=O)CN2CCOCC2)Oc2ncc(-c3cncnc3)cc2C1=O	12.0	10.2	-5.2	-5.3	18.4	-9.5	2.6	-2.0	5.8	-15.1	-3.6
O=C(Nc1ccccn1)NC(C(F)(F)F)C(F)(F)F	-0.3	10.2	-1.0	-3.5	15.3	-10.1	5.0	14.9	6.8	-14.6	-5.2
CCOC(=O)CSc1nnc(-c2cccnc2)n1Cc1ccccc1	-14.1	-20.8	-10.2	-3.2	8.2	12.2	11.7	3.7	-5.0	-12.6	-7.2
Cc1ccc(N2CC(C(=O)N3CCC(C(=O)Nc4ccc(Br)cc4)CC3)CC2=O)cc1 (stereo unspecified)	-6.7	25.4	-0.6	10.5	-2.5	-13.9	16.9	20.4	16.2	-9.7	4.2
Cc1ccc2oc(=O)n(CCOc3ccccc3)c2c1	-47.0	-6.3	9.9	-11.6	12.7	9.9	0.5	4.8	3.4	7.9	-7.6
COc1ccccc1OCCNC(=O)CN1C(=O)NC2(CCCC2)C1=O	-33.7	-3.5	0.4	-2.4	-2.3	5.4	-12.5	-8.6	6.1	-0.6	-0.8
c1ccc(-c2nn3c(Cn4nnc5ccccc54)nnc3s2)nc1	-37.8	17.2	-4.5	-6.5	6.5	-1.7	-0.5	6.8	-6.8	0.0	-10.6
CCC1=C2CC[C@H]3C(=O)N(CC)C(=O)[C@H]3[C@H]2[C@@]2(Cc3ccccc3)C(=NCCOC)OC(=O)N2C1=O	0.8	-16.5	12.6	-1.6	-5.6	-6.7	-6.9	-8.9	21.7	1.5	5.3
Cc1ccc(NC(=O)CCc2c(C)nn(-c3ccc(N4CCOCC4)nn3)c2C)cc1F	-69.5	-5.3	-65.0	-45.8	-87.3	-11.4	-9.3	-62.3	6.0	-42.0	-8.0
COCCNc1nc2ccccc2n1CC(=O)c1ccc(OC)c(OC)c1	-13.8	-15.3	-18.7	-10.3	20.2	-3.2	8.3	3.8	-2.6	9.9	9.6
CCC(C)(O)C(=O)N[C@H]1CCCN1C(=O)/C=C/c1ccccc1 (stereo partly specified)	-1.3	-9.3	-6.2	9.8	9.4	-43.6	19.7	-5.2	7.8	27.1	-3.9
Cc1ccc(S(=O)(=O)NCc2nc3ccccc3c(=O)n2N)cc1	2.6	1.0	-14.2	0.4	6.1	-11.3	24.9	23.0	-0.2	8.7	9.5
CC(C)[C@H](N)C(=O)NC[C@H]1O[C@@H](n2cnc3c(N)ncnc32)[C@H](O)[C@@H]1O	-12.7	-6.0	-4.0	-12.4	15.8	-9.7	-15.3	-1.7	9.1	-9.1	-8.3
CCN(CC)c1nc2ccccc2n2cnnc12	-17.2	10.9	12.8	-3.8	22.2	-16.6	-3.0	7.7	4.4	14.2	5.6
COc1ccc(-c2ccccc2NC(=O)C2CCCN(Cc3ccc(C)o3)C2)cc1 (stereo unspecified)	7.5	-2.0	10.6	-10.7	13.3	5.5	9.2	-0.8	-14.9	-19.3	-14.4
COc1cc(/C=N/NC(=O)CCc2ccccc2)ccc1O	-19.9	-5.7	19.6	2.0	6.4	-5.3	-3.1	32.7	2.7	-3.5	-1.8
COCCN1CN=C(Nc2nc3ccccc3o2)NC1	-41.0	-11.0	-37.4	-17.9	-48.4	-3.1	-22.9	-20.1	1.2	-34.4	-11.5
COc1ccccc1NS(=O)(=O)c1cc(NC(=O)COc2ccccc2F)ccc1N1CCOCC1	11.9	0.9	-0.3	-15.5	-8.6	-4.5	12.1	-23.7	10.4	12.6	-2.9
Cc1ccc2nc(C)cc(N/N=C/c3ccccc3O)c2c1	-1.6	3.6	-1.4	6.0	-6.3	8.4	14.0	-16.7	0.7	-27.8	-1.2
Cc1ccc(C(c2ccc(C)o2)c2cccc([N+](=O)[O-])c2O)o1	-18.2	-6.8	-1.5	13.8	2.1	10.4	2.3	-12.8	-10.1	-0.9	-3.7
C#CCn1cc(Cl)cc(C(=O)Nc2ccccc2)c1=O	-7.6	-8.3	-10.9	-6.1	-16.2	-3.4	15.8	-14.9	7.6	-11.9	-10.6

Shown as a hit in TWEAK Fn14 block, among the entries above:
compound | SRC1 inh | NCOA3 inh | NR2F2 inh | LRH-1 inv ag | CF NFkB block | TWEAK Fn14 block | Shn3 inh set2 | EBV LMP1 NFkB
CC1CCN(CCCNS(=O)(=O)c2cc(Br)cc3c2N(C(=O)C2CC2)CC3)CC1 | -9.8 | -22.6 | -8.8 | -25.0 | 5.8 | 72.6* | -13.4 | -8.0

(continued)
SMILES	SRC1 inh	C8 TRAIL sens	NCOA3 inh	NR2F2 inh	LRH-1 inv ag	CF NFkB block	TWEAK Fn14 block	Shn3 inh set2	KKLEB cytotox	TROY signal inh	EBV LMP1 NFkB
Cc1noc(/C=C/N(C)C)c1S(=O)(=O)N1CCCC(C(=O)NCCC2=CCCCC2)C1 (stereo unspecified)	9.5	-4.5	-17.1	-3.1	-11.4	5.3	10.3	-3.9	-0.7	10.0	1.7
CCOC(=O)c1ccccc1NC(=O)COC(=O)CCNS(=O)(=O)c1ccc(C)c(C)c1	-6.1	4.0	-16.7	-6.1	1.1	9.3	-2.6	-0.3	5.1	-14.7	-1.8
Cc1ccc(S(=O)(=O)N(C)Cc2ccc(C(=O)N/N=C/c3ccc(OC(F)F)cc3OC(F)F)cc2)cc1	39.3	29.7	46.0	70.1*	25.1	-2.3	59.7*	26.8	9.7	35.8	3.7
Cc1cc(C)n(C(=O)c2cccc(S(=O)(=O)N3CCOCC3)c2)n1	4.1	3.6	10.6	7.8	2.8	-2.5	12.2	-11.5	3.1	-15.5	-0.8
CCCCNC(=O)C1C2C=CC3(CN(Cc4ccc(C)cc4)C(=O)C13)O2 (stereo unspecified)	10.0	-4.1	-3.9	-14.8	8.5	-10.9	8.0	-8.6	-1.3	1.8	0.4
Cc1ccc(-n2c(-c3ccccc3)c[n+]3c2CCC3)cc1	-43.6	37.3	33.1	32.6	20.7	-9.3	1.5	77.7	-5.3	0.7	4.2
O=C(CN1CCC(C(O)(c2ccccc2)c2ccccc2)CC1)Nc1ccccc1	-0.4	5.0	14.6	-21.2	3.7	15.0	1.5	-8.5	-13.0	-7.0	1.7
Cc1cc(C)c2nc(SCC(=O)NC(=O)c3cccn3C)cc(C)c2c1	-13.6	0.2	17.1	-2.5	2.0	-17.8	-7.7	12.3	3.9	14.0	-0.4
CC(C)Cn1c(SCC(=O)Nc2ccc(Cl)cc2F)nc(O)cc1=O	-6.1	2.4	-0.4	12.4	1.7	-25.0	0.1	-0.6	2.9	-15.1	-2.4
CC(C)(C)c1ccc(C(=O)NNC(=O)CNC(=O)c2cccs2)cc1	-9.5	11.7	-3.8	-16.5	-30.0	-9.1	12.1	-23.8	-22.5	-24.1	-10.3
O=C(O)/C(=C\c1ccc(Cl)cc1)c1ccc(S(=O)(=O)N2CCCC2)s1	3.7	-13.4	12.1	4.8	-13.4	-3.0	-4.7	2.1	12.8	-29.7	-1.8
CNC(=O)/C(C#N)=C/c1ccc(-c2ccc(OC)cc2[N+](=O)[O-])o1	-44.8	6.0	-21.2	-24.5	7.7	-30.6	0.5	-37.1	-0.2	-25.1	-17.5
CCCSC1=C(C#N)C(c2ccccc2OCC)CC(=O)N1 (stereo unspecified)	3.8	-6.4	14.3	-13.0	-9.2	-30.0	14.4	3.2	-8.7	-6.9	-4.7
S=C(NC1CCCCC1)N1CCOCCOCCN(C(=S)NC2CCCCC2)CCOCC1	-14.5	9.1	7.9	-30.4	-0.1	0.4	-5.5	-8.3	-3.9	-0.2	x
O=c1cc(-c2ccccc2)[nH]c2nc3ccccc3n12	-98.8	84.4*	-92.3	-26.7	-148.8	-13.1	55.1*	-29.8	-22.6	-5.4	13.9
Cc1ccn2cc(CSc3ccccc3)nc2c1	-115.9	17.1	-80.0	-44.1	-190.8	-20.1	2.2	-47.1	0.1	0.3	-2.2
CCCOc1ccc(/C(O)=C2/C(=O)C(=O)N(CCCOC)C2c2ccncc2)cc1 (stereo unspecified)	17.2	-6.9	-1.3	-3.6	-7.3	6.6	9.4	13.4	-5.2	25.0	9.4
COc1cccc(CNC(=O)[C@@H]2CCCN2C(=O)[C@@H]2CCCN2C(=O)c2ccccc2)c1	x	0.4	x	6.4	-1.9	x	17.3	x	x	-8.0	x
COc1ccc(CCNC(=O)c2ccc(N(C)S(=O)(=O)c3ccc(C)cc3)cc2)cc1OC	12.1	-4.7	5.5	17.1	-16.3	12.5	-6.0	7.9	-0.8	4.3	5.5
CCn1c(CNC(=O)Cc2ccc(OC)cc2)nnc1SCC(=O)c1ccc(Br)cc1	7.3	-0.7	9.8	x	-6.7	4.2	0.1	-5.4	-6.1	13.8	2.5
CCOC(=O)C1CCN(C(=O)CNC(=O)c2nn(-c3ccc(OC)c(OC)c3)c(=O)c3ccccc23)CC1	0.2	13.1	-20.2	-28.9	-12.9	9.3	1.6	-9.3	-11.5	-24.9	0.8

High-throughput results: PubChem, several laboratories

An excerpt. The share of hits here may be higher or lower than overall.
